PI5P4Ka inh: qHTS for Inhibitors of phosphatidylinositol 5-phosphate 4-kinase (PI5P4K); PI5P4Kalpha enzyme, ADP-Glo luminescence, 60 min; active compounds read low; max response, %; hit rate 1.2% among 330,000; Phosphatidylinositol 5-phosphate 4-kinase type-2 alpha (Homo sapiens), P48426; active = max response of -50% or lower; inconclusive = between -30% and -50%; inactive = -30% or higher; also: value at the top dose of about 77 µM; % is scaled to controls: 0 for no effect and ±100 for the full control effect
Target sequence (P48426 whole entry, looked up): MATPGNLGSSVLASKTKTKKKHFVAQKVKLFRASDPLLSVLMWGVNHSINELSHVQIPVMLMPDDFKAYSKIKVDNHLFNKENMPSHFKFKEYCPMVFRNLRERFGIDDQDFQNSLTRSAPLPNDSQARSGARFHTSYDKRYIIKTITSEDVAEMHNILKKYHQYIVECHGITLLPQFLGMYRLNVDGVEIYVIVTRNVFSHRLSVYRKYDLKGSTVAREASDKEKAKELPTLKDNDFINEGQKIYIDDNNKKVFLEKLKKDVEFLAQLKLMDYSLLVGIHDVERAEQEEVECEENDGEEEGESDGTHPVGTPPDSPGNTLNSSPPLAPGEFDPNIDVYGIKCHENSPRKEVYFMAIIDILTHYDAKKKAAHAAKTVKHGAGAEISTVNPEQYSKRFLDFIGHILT
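Reactions run in 0.038 M HEPES pH 7.4, 0.28 mM EGTA, 0.1% CHAPS and 5% DMSO, with PI5P4Kalpha, substrate, compound and 5 microM ATP final, one hour at room temperature. Readout is ADP-Glo luminescence.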
EPAC1 ag: qHTS for Agonist of cAMP-regulated guanine nucleotide exchange factor 3 (EPAC1): primary screen; EPAC1 agonist qHTS, biochemical assay; response scale: 100% = response to 6.5 mM cAMP; Potency, µM (top dose mostly 154 µM), for the others: at the top dose activation, usual class: activators; hit rate 0.073% among 360,000; AID 720707, 2013; also: potency is read from the fitted curve at half-maximal effect; nearly all actives have a fitted effect of over 60% in size
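Fluorescent GDP-exchange assay: 100 nM EPAC1 with 250 nM Rap1B preloaded with BODIPY-GDP and 50 uM GDP; compounds tested as concentration series, 5 min at room temperature, then read every 5 min for 30 min (ex 480/em 540 nm); normalized to 6.5 mM cAMP.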
PTHR1 ag: qHTS for PTHR1 Agonists: Primary Screen; Parathyroid hormone/parathyroid hormone-related peptide receptor (Homo sapiens), Q03431; HEK293 GP2 PTHR1 cells, GloSensor cAMP luminescence, 1 h; Potency, µM (top dose mostly 115 µM), for inactives: top-dose activation, actives largely listed as activators; hit rate 0.075% among 410,000; AID 743266, 2014; also: potency is read from the fitted curve at half-maximal effect; nearly all actives have a fitted effect of over 55% in size; some results filed as inactive show a strong effect at the top dose; inactives centre near -15; many of its hits are not listed in these tables
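HEK-293-derived GP2 cells expressing PTHR1 and a GloSensor cAMP reporter, 3,000/well, plated overnight, given luciferin plus IBMX (each 0.5 mM as added) for 1 h at 37 °C, then compound for 1 h at 37 °C. Luminescence was read after 15 min at room temperature.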
GLP1R ag: qHTS of GLP-1 Receptor Agonists | AID 624172, 2012 | Glucagon-like peptide 1 receptor (Homo sapiens), P43220 | HEK293 GLP-1R CRE-luciferase, luminescence, 4-6 h; cells express a hypersensitive GLP-1R form | Potency, µM (series often up to 45.6 µM), for the others: at the highest dose activation, actives largely listed as activators | hit rate 0.007% among 380,000; also: potency is read from the fitted curve at half-maximal effect; % of control where 0% means no effect
Target sequence (P43220 whole entry, looked up): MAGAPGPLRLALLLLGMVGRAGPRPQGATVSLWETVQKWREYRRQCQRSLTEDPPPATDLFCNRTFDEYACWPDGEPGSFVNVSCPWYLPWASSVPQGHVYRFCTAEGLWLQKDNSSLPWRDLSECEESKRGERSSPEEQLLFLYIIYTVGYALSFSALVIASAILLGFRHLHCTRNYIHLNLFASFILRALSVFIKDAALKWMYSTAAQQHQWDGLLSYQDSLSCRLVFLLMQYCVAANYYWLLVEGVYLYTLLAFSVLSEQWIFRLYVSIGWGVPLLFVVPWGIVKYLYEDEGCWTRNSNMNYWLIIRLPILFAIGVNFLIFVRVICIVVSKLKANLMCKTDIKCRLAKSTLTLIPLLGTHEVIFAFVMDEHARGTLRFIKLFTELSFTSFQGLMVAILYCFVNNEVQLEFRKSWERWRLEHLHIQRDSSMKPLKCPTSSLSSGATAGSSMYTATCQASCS
IL2 activator: qHTS of IL-2 Activators | IL-2 activation reporter assay, cell-based qHTS; stimulated with anti-CD3/CD4/CD28 beads; in transgenic mouse T cells | activation, % (series mostly up to about 46 µM) | hit rate 0.065% among 360,000 | AID 652025, 2013; in the data active = activation above about 50%; inconclusive = mostly about 30% to 49%; also: 0% is about no effect
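Quantitative HTS in unstimulated transgenic mouse T cells, with memory T cells as non-tolerant control and PMA/ionomycin as tolerance-bypass control. Compound pretreatment lasted 60 minutes before 18 h bead stimulation; EGFP/DsRed fluorescence read.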
GLP1R cytotox: qHTS of GLP-1 Receptor Inverse Agonists: Cytotox Screen | HEK293 cAMP-luciferase reporter cells, luminescence, 24 h | Potency, µM (highest dose often 38.3 µM), for the others: at the top dose activity change, negative = inhibition, most hits filed as inhibitors | hit rate 0.13% among 410,000;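 also: loss of luciferase light is scored as toxicity; potency is read from the fitted curve at half-maximal effect; % is scaled to controls: 0 for no effect and ±100 for the full control effect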
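A 23 nL compound transfer followed 12 hours of cell culture at 37 deg C; exposure then lasted 24 hr. Luciferase assay detection reagent was dispensed and plates read for luminescence after a 12 min room-temperature wait.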
EPAC1 antag: qHTS for Antagonist of cAMP-regulated guanine nucleotide exchange factor 3 (EPAC1): primary screen; Rap guanine nucleotide exchange factor 3 (Homo sapiens), O95398; EPAC1 GEF assay, Rap1b-BODIPY-GDP exchange fluorescence; Potency, µM (highest dose often 115 µM), without a hit: top-dose activity change, negative = inhibition, usual class: inhibitors; hit rate 0.14% among 360,000; AID 720709, 2013;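 also: potency is read from the fitted curve at half-maximal effect; plate controls were vehicle for no effect and positive control for full effect; nearly all actives have a fitted effect of over 50% in size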
PLK1 PBD block: qHTS for Inhibitors of PLK1-PDB (polo-like kinase 1 - polo-box domain): Primary Screen; Serine/threonine-protein kinase PLK1 (Homo sapiens), P53350; Plk1 PBD binding of FITC phosphopeptide, fluorescence polarization; Potency, µM, for inactives: max response, negative = inhibition, most hits filed as inhibitors; hit rate 2.8% among 360,000; also: potency is read from the fitted curve at half-maximal effect; series mostly up to about 57 µM; % is scaled to controls: 0 for no effect and ±100 for the full control effect; nearly all actives have a fitted effect of over 65% in size
GLP-1R inv ag: qHTS of GLP-1 Receptor Inverse Agonists (Inhibition Mode); HEK293 GLP-1R CRE-luciferase, luminescence, 24 h; GLP-1R form is constitutively active; Potency, µM (highest dose often 38.3 µM), for the others: top-dose activity change, negative = inhibition, hits mostly inhibitors; hit rate 1.6% among 410,000; AID 624417, 2012; also: potency is read from the fitted curve at half-maximal effect; % is scaled to controls: 0 for no effect and ±100 for the full control effect; nearly all actives have a fitted effect of over 55% in size
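Cells are plated, allowed 12 hours at 37 deg C, then treated with compounds for 24 hr before luciferase detection reagent is added and luminescence is read after 12 min at room temperature. The HEK293 line carries constitutively active GLP-1R with a cAMP-responsive reporter.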
The depositor's hits bear a star; i = inactive; ? = inconclusive; / = no result given; [ ] = remark or other dose. Unless noted, calls follow the shape of the dose curve; as a rule, active = well fitted curve in the direction sought with a large enough effect; inconclusive = small, poorly fitted or top-dose-only effect, or another doubt; inactive = no such curve, though single readings can be large; an effect the other way counts as inactive or inconclusive. This is a subset, so the mix of outcomes need not match the whole.

SMILES	PI5P4Ka inh	EPAC1 ag	PTHR1 ag	GLP1R ag	IL2 activator	GLP1R cytotox	EPAC1 antag	PLK1 PBD block	GLP-1R inv ag
COCCOc1ccc(C(F)(F)F)cc1NC(=O)CN1C(=O)NC(C)(c2ccc3c(c2)OCO3)C1=O (stereo not drawn)	4	1%	i	-4%	-2.4	8%	-9%	-2%	?
N#Cc1ccc(Oc2ccc(C#N)c(C#N)c2)cc1C#N	-3	5%	i	2%	-0.1	-10%	9%	5%	8%
CCSc1ccc(-c2cc(NC=O)c3ncc(-c4cccc(C(=O)NCCN(C)C)c4)n3c2)cc1	-17	7%	-8%	-7%	-1.0	?	-6%	-4%	?
CC(NC1c2ccccc2-c2ccccc21)c1ccccc1 (stereo not drawn)	19	20%	-29%	22%	-0.5	-23%	-3%	-9%	?
Cn1cc(/C=C2\SC(=S)N(NC(=O)c3cccc(Cl)c3)C2=O)c2ccccc21	2	22%	-9%	-2%	13	0%	3%	?	1%
C#CCN(Cc1ccco1)C(=O)c1cc(COc2cccc3cccnc23)on1	3	10%	-36%[inhibitor]	16%	-1.9	19%	-9%	-3%	19%
CCOc1cc(/C=N/N2CCN(Cc3ccccc3)CC2)ccc1O	7	6%	-16%	-3%	0.3	-1%	5%	0%	-2%
Cc1ccc(Oc2nc(-c3cccnc3)nc3ccccc23)c([N+](=O)[O-])n1	-9	6%	-1%	-9%	-0.5	8%[0.307 µM]	7%	-3%	-18%[0.307 µM]
CCSc1nnc(NC(=O)CSc2nncc(=O)n2N)s1	-7	7%	-11%	-5%	-0.2	4%	16%	-16%	23%
COC(=O)C1CC(O)CN1C(=O)c1ccco1 (stereo not drawn)	/	8%	i	-10%	-2.2	1%	-12%	-8%	-1%
CCOC(=O)c1ccccc1OCc1cc(/C=N/NC(=O)c2cccnc2)ccc1OC	-10	10%	-39%[inhibitor]	1%	0.1	-24%	5%	2%	?
C=C(C)COc1ccc(-c2ncncc2Oc2ccc(OC)cc2)c(O)c1	2	1%	-46%[inhibitor]	-1%	-0.6	30%	-5%	-4%	10µM*
COc1ccc(NS(=O)(=O)c2cccc(Cl)c2Cl)cc1S(=O)(=O)N1CCCCC1	2	12%	-35%[inhibitor]	-4%	-1.2	-22%	-8%	-1%	?
CN(C)C1CN(Cc2cn(Cc3cccc(Cl)c3)nn2)S(=O)(=O)C1 (stereo not drawn)	2	0%	-15%	4%	2.9	-3%	0%	2%	20%
Nc1ccccc1C(=O)NNC1=C(C(=O)C(F)(F)F)CCC1	3	3%	-23%	11%	-3.3	?	-28%	-4%	?
COCCCNc1nc2ccccc2nc1NS(=O)(=O)c1ccc(C)cc1C	-1	0%	-20%	-1%	-3.2	-2%	-4%	-10%	-22%
S=c1[nH]nc(COc2ccccc2)n1/N=C/c1cccc(Cl)c1Cl	-4	1%	i	-6%	-1.3	-15%	-14%	?	-14%
Cc1ccc(OCC(=O)NCC(=O)n2nc(C)cc2C)cc1	-3	-2%	-23%	-2%	0.0	-11%	5%	4%	2%
Cc1ccc(-c2nnc(-c3ccc(Br)cc3)o2)o1	/	5%	-8%[57.5 µM]	-4%	-1.7	-4%	13%	-5%	0%
COc1ccccc1NC(=O)CNC(=O)c1ccccc1	-5	-13%	i	-4%	-0.4	8%	11%	-1%	0%
CC(C)=CCN1CCN(Cc2cnc(N3CCOCC3)s2)CC1CCO (stereo not drawn)	-11	3%	30%	1%	-0.4	12%	-10%	-16%	6%
CC1(c2ccccc2)NC(=O)N(CC(=O)N2CCOCC2)C1=O (stereo not drawn)	/	2%	i	-14%	-0.5	10%	3%	-9%	6%
CC(=C\C(=O)O)/C(=C/c1ccc(C)o1)C(=O)O	3	-21%	21%	-12%	-0.4	17%	4%	-28%	28%
CN1CCN(C(=O)CCc2nc3ccccc3c(=O)[nH]2)CC1	5	-4%	-19%[57.5 µM]	-13%	-0.1	-2%	11%	-3%	3%
O=C(Nc1cccnc1)c1cccc(S(=O)(=O)Nc2ccccc2F)c1	3	-6%	i	-10%	0.6	-3%	-20%	?	3%
COc1ccccc1NC(=O)c1ccccc1NC(=O)c1ccccc1C(=O)O	1	1%	-18%	0%	1.6	1%	?	-15%	3%
Cc1ccc(C(=O)COC(=O)c2ccc3c(c2)C(=O)N(c2cccc4ncccc24)C3=O)cc1	-4	3%	-17%	3%	-2.4	-4%	0%	-2%	-8%
C/C(CC(=O)Nc1cc(Cl)ccc1Cl)=N\NC(=O)c1ccccc1Br	6	-7%	-45%	1%	0.2	-11%	6%	1%	?
CCCC1=C/C(=C/c2ccc(-c3ccccc3OC)o2)C(=O)O1	?	-10%	-16%	3%	-0.1	-3%	?	?	-27%
Brc1ccccc1-c1nnc2sc(Cc3ccccc3)nn12	/	-2%	-2%[57.5 µM]	15%	-1.7	-14%	-9%	-6%	?
NC1=NC(c2ccccc2C(F)(F)F)N(c2ccc(F)c(Cl)c2)C(N)=N1 (stereo not drawn)	-2	-2%	-1%	10%	-3.3	1%	-3%	7%	?
COc1ccc(OC)c(NC(=S)NC(=O)c2ccc(Br)o2)c1	2	-9%	-9%	6%	-1.5	-1%	24%	-3%	15%
CCOC(=O)c1ccccc1NC(=O)c1cn(CC(C)C)c(=O)c2cc(OC)c(OC)cc12	/	/	i	0%	/	-13%	/	/	3%
COc1cccc(C(=O)NC(=S)Nc2nnn(C)n2)c1	-8	-4%	i	4%	-0.9	-12%	10%	-8%	6%
C[C@@H]1CN(S(=O)(=O)C(C)(C)C)[C@H](CCO)/C1=C\c1ccccc1	-9	-15%	i	11%	-0.7	-3%	5%	-2%	-10%
O=C(O)CCC(=O)N1N=C(c2cccs2)CC1c1ccc(Br)cc1 (stereo not drawn)	2	8%	i	-4%	0.5	4%	11%	-11%	13%
CCOC(=O)C1=CCN(S(C)(=O)=O)C1c1ccc(C)cc1 (stereo not drawn)	2	-4%	i	26%	-0.3	4%	-9%	-6%	33%[activator]
CC(OC(=O)C1CCN(c2ccc(C(F)(F)F)cn2)CC1)C(=O)NC1CCCCC1C (stereo not drawn)	5	2%	-32%[inhibitor]	-3%	-2.6	-12%	12%	1%	-2%
CC(C)(C)c1ccc(C(CC(=O)O)NC(=O)c2ccccc2F)cc1 (stereo not drawn)	10	2%	i	1%	0.0	0%	2%	-6%	0%
O=C(NCCN1CCNC1=O)C1CCC(=O)N(Cc2ccccc2F)C1 (stereo not drawn)	-1	-19%	-5%	1%	0.3	-5%	8%	3%	4%
Cc1cccc(C)c1-n1nnnc1-c1nc2cc(Br)ccc2[nH]c1=O	-6	-5%	6%	2%	-0.3	9%	-4%	-27%	11%
CCOC(=O)Cc1[nH]nc2c1C(Cc1ccccc1)C(C#N)=C(N)O2 (stereo not drawn)	-26	13%	i	4%	0.3	6%	0%	-16%	11%
CC(=O)c1cnn(-c2ccc(Cl)cc2)c1C	2	13%	-5%	6%	0.4	5%	18%	-5%	1%
CCOc1ccc(C(=O)CCC(=O)Nc2ccc(C)c(S(=O)(=O)N3CCCCC3)c2)cc1	17	-1%	-15%	10%	-1.5	8%	-30%	-7%	?
O=C(CSc1nc2c(sc3ccccc32)c(=O)n1CCCN1CCCC1)NCC1CCCO1 (stereo not drawn)	-2	6%	i	5%	-0.4	-8%	-2%	-4%	?
COc1ccccc1C1OC2=C(Nc3ccc([N+](=O)[O-])cc3N2)C1=O (stereo not drawn)	1	7%	i	1%	-0.2	10%	-2%	-10%	1%
Cc1cc(Cl)ccc1OC(C)C(=O)NN1C(=O)c2ccccc2C1=O (stereo not drawn)	-1	-10%	-2%	5%	-1.0	-7%	-1%	-1%	-12%
COc1ccc(OC)c(-n2c(SCC(=O)Nc3cc(C)on3)nnc2-c2c[nH]c3ccccc23)c1	-18	8%	-17%	6%	-2.8	-19%	4%	-22%	-22%
O=C(CN1CCOCC1)Nc1nc(-c2ccc(Cl)cc2)cs1	2	11%	-18%	5%	0.3	-1%	-7%	-20%	-15%
CC(C)NC(=O)C1CCN(Cc2cccc(OCc3ccccc3)c2)CC1	2	-12%	i	3%	-1.4	5%	-17%	-9%	?
O=C1CN(C(=O)c2c(F)cccc2F)C(c2ccc(F)cc2)c2cc(Br)ccc2N1 (stereo not drawn)	-2	-3%	i	7%	-1.1	1%	-13%	-2%	?
Cc1cc(C)nc(N/N=C/c2c(CO)cnc(C)c2O)n1	6	8%	-4%	12%	0.8	-14%	11%	-4%	-19%
O=C1Nc2ccccc2Nc2ncccc21	-11	-7%	-3%[57.5 µM]	-9%	-0.1	1%	-5%	-2%	17%
COc1ccc(CCc2nnc(CCC(=O)NCC3CCCO3)o2)cc1 (stereo not drawn)	6	-8%	i	-2%	1.3	-3%	4%	-4%	28%

Assay outcomes as filed in PubChem BioAssay.
